hgDAF-12 ag: agonists of H. glycines DAF-12 nuclear receptor | HEK293 GAL4-hgDAF12 UAS-luciferase reporter, agonist luminescence; normalized to butyrate control | activation, % at 6.8 µM | AID 687014 | hit rate 1.8% among 370,000;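 active = activation above a cutoff set at the mean of all screened compounds plus 3 SD, cut at about 10% in these data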;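 note: 0% = DMSO wells and 100% = sodium butyrate wells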
PLC-beta3 inh: blocks human PLC-beta3 enzyme activity; inhibition, % at 12.2 µM; Q01970; Purified PLC-beta3, fluorogenic substrate, fluorescence; AID 720704; hit rate 0.18% among 370,000; in the data active = inhibition above about 11%;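 note: 0% = median of compound wells on plate and 100% = full blocker control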
Target sequence (Q01970 whole entry, looked up): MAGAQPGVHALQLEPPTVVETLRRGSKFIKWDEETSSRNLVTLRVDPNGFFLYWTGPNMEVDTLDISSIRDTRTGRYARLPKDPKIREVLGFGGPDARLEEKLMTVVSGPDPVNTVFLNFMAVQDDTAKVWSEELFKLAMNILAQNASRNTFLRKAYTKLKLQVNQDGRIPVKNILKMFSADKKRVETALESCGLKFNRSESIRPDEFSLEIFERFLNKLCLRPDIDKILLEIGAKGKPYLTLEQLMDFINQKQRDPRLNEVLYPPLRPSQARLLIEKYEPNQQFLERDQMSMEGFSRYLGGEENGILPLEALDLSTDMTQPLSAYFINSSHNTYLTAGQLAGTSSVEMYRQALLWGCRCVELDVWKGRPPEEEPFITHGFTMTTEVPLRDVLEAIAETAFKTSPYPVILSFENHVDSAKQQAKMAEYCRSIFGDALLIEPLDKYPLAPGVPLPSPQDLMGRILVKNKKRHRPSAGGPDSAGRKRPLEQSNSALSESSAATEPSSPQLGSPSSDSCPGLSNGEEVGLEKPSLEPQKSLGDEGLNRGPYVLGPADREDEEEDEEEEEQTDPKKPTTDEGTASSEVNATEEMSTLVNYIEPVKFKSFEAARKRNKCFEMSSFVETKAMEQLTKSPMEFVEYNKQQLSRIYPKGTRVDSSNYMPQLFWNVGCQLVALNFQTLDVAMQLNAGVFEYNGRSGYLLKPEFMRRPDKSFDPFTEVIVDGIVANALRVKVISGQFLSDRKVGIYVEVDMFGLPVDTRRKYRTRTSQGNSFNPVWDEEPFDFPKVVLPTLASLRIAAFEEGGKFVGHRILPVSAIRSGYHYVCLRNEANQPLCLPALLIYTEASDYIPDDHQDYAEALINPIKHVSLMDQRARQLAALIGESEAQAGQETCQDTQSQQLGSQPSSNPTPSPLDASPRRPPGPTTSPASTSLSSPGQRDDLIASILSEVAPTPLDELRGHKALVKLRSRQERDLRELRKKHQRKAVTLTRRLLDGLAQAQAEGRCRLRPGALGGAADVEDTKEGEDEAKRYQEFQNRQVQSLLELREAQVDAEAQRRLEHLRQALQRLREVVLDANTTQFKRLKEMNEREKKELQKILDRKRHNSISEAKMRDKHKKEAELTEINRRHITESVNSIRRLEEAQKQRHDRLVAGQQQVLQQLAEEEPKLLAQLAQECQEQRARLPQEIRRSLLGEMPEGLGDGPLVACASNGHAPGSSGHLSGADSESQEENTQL
ssDAF12 agonist: activates DAF-12 receptor from parasite S. stercoralis | activation, % at 6.8 µM | hit rate 1% among 370,000 | HEK293 ssDAF-12/GRIP1 lit1-tk-luc reporter, luminescence; % of 3 µM dafachronic acid response;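 active = activation above the mean over all tested compounds plus 3 SD, cut at about 0.9% in these data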;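 note: 0% = DMSO-only wells and 100% = 3 µM delta7-dafachronic acid wells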
hcDAF-12 act: activates DAF-12 receptor from parasite H. contortus. HEK293 hcDAF-12 lit1-tk-luc reporter, luminescence; 0% DMSO, 100% Δ7-dafachronic acid. activation, % at 6.8 µM. hit rate 1.4% among 370,000;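 active = activation above the mean of all tested compounds plus 3 SD, cut at about 5.5% in these data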;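 note: 100% = response to 3 µM Δ7-dafachronic acid high control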
GAA850 FXN act: frataxin GAA850 promoter activation | HEK293 lucGAA850 FXN promoter luciferase reporter, 24 h; percent of 10 µM SAHA response | activation, % at 6 µM | hit rate 0.56% among 360,000;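 active = activation above the average of all compounds screened plus 3 SD, cutoff fixed separately per campaign, cut at about 7.5% in these data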;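 note: 0% = DMSO wells and 100% = 10 µM SAHA wells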
ADAM17 inh: inhibits human ADAM17. P78536. recombinant ADAM17, EDANS/DABCYL FRET peptide cleavage. inhibition, % at 6.95 µM. hit rate 0.83% among 370,000. AID 720648;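 active = inhibition above the mean of compounds lying between control limits plus 3 SD, set per campaign, cut at about 8.5% in these data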;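 note: 0% = DMSO-only wells as the low control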
DAX1 inh-1: inhibits human nuclear receptor DAX1. AID 504766. HEK293 Gal4-DAX1 luciferase reporter, luminescence. inhibition, % at 6.75 µM. hit rate 0.99% among 340,000. P51843;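 active = inhibition above the mean over all tested compounds plus 3 SD, cut at about 4.2% in these data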;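 note: 0% = DAX1-transfected cells with DMSO and 100% = empty-vector control cells with DMSO; inhibition shows as a rise in luminescence from relieved DAX1 repression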
DAX1 inh-2: inhibitors of DAX1 repression of SF-1 activated StAR promoter; HEK293T StAR-luciferase reporter, SF-1/DAX-1 repression relief; inhibition, % at 6.8 µM; hit rate 1.1% among 370,000; AID 652010;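 active = inhibition above the mean over all tested compounds plus 3 SD, cut at about 3.6% in these data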;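 note: 0% = DAX-1 cells with DMSO and 100% = cells lacking DAX-1 with DMSO; higher inhibition means more luminescence from relief of DAX-1 repression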
ADAM10 inh: inhibitors of human ADAM10 | inhibition, % at 7 µM | recombinant ADAM10, EDANS/DABCYL FRET peptide cleavage, 3 h | O14672 | hit rate 0.62% among 370,000 | AID 720582;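 active = inhibition above a per-campaign cutoff equal to the mean of compounds falling between control-based bounds plus 3 SD, cut at about 20% in these data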;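 note: 0% = DMSO wells while the 100% control is not disclosed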
HGIII-sPLA2 inh: Blocks human group III sPLA2 activity. Q9NZ20. QFRET BODIPY PC-A2 liposome hydrolysis, fluorescence. inhibition, % at 12.2 µM. hit rate 0.56% among 370,000. AID 743126;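 active = inhibition above mean plus 3 SD of compounds lying within the high and low control bounds, cut at about 19% in these data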;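 note: 0% = median of test compound wells and 100% = no enzyme DMSO wells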
PLCg1 inh: PLC-gamma1 (human) inhibition, primary screen. purified PLC-gamma1, fluorogenic substrate, fluorescence. inhibition, % at 12.2 µM. hit rate 0.84% among 370,000. AID 720700; in the data active = inhibition above about 9.5%
The depositor's hits bear a star; i = inactive; . = not tested or not shown.

SMILES	hgDAF-12 ag	PLC-beta3 inh	ssDAF12 agonist	hcDAF-12 act	GAA850 FXN act	ADAM17 inh	DAX1 inh-1	DAX1 inh-2	ADAM10 inh	HGIII-sPLA2 inh	PLCg1 inh
CCC(C)C(=O)N[C@@H](c1ccccc1)[C@@H](O)C(=O)O[C@H]1C[C@@]2(O)[C@@H](OC(=O)c3ccccc3)C3[C@](C)(C(=O)[C@H](OC(C)=O)C(=C1C)C2(C)C)[C@@H](O)C[C@H]1OC[C@@]31OC(C)=O (some centres undefined)	-3.6	3	-1.6	1.8	-8.1	6	-4.3	-4.5	-16	-4	3
COc1cccc(CNCCc2c[nH]c3ccccc23)c1OC	1.6	1	-1.4	-2.1	-2.0	2	-0.2	1.1	2	-4	2
O=C(CSC1c2ccccc2-c2ccccc21)N/N=C/c1ccccc1	-1.6	0	-0.8	-0.6	-0.7	2	0.0	-0.6	-1	-14	3
COc1cccc(N2C(=O)NC(=O)/C(=C\c3cn(C)c4ccccc34)C2=O)c1	3.6	-7	-0.1	0.4	0.8	-1	1.6	0.7	-4	-10	0
CC(C(=O)c1c[nH]c2ccccc12)N1CCSCC1 (centres undefined)	1.1	2	0.6	1.4	0.1	-1	0.5	-0.6	0	-2	2
CCC(=O)N1N=C2C3CCN(CC3)C2C1c1ccc(C)cc1 (centres undefined)	5.1	-1	-0.7	1.2	-1.1	-2	0.8	2.4	-13	4	2
[N-]=[N+]=CC(=O)OC[C@H](N)C(=O)O	1.0	-1	-1.3	1.1	-2.2	-4	-0.1	0.2	-11	15	0
C=CCn1c(C)c(C=C2C(=O)NC(=O)NC2=O)c2ccccc21	0.1	-16	0.1	0.3	3.1	-3	-1.3	-0.2	-5	-4	-10
CC(=O)C1=C(C)OC(N)=C(C(=O)OC(C)C)C12C(=O)Nc1ccccc12 (centres undefined)	1.0	2	-0.6	6.2*	4.7	-1	0.3	0.1	-5	-2	-1
CCOP(=O)(Cc1cc(C(C)=O)c(C)o1)OCC	-2.5	-18	-1.5	-0.6	-0.5	-2	0.5	0.0	-8	8	-15
Cn1nc(-c2ccc(OCC(=O)N3CCN(Cc4ccccc4)CC3)cc2)c2ccccc2c1=O	-6.5	1	-1.9	-4.3	-0.1	-1	-2.8	-2.8	-2	-8	2
CCN1CCN(c2ccc([N+](=O)[O-])cc2C=C2C(=O)NC(=O)NC2=O)CC1	2.2	-12	-1.0	-1.1	-0.6	-4	0.5	0.3	-14	1	-8
COc1ccc2[nH]c(C)c(CCN3CCC(=O)C(C)C3C)c2c1 (centres undefined)	-0.6	-10	-1.4	0.8	0.5	-3	0.7	-0.5	-3	3	-11
O=C(c1n[nH]c(=O)c2ccccc12)N1CCC2(CC1)OCCO2	-0.3	1	-0.2	-1.4	0.4	-6	0.4	0.2	-3	8	3
Cc1ccc2nc(-c3ccc(CN4CCC(n5c(=O)[nH]c6ccccc65)CC4)cc3)c(-c3ccccc3)nc2c1	-1.0	-9	-1.9	-1.3	.	-5	.	-3.3	-33	-12	-6
CCOc1ccc(-n2c(-c3ccoc3)nc3ccccc3c2=O)cc1	-1.1	2	-0.6	-0.2	-2.5	-4	-1.3	0.7	-1	4	-3
COC(=O)c1ccccc1N=Cc1c(O)[nH]c(=O)[nH]c1=O	-0.2	-2	-1.1	0.5	-0.6	-4	2.5	-0.2	-6	0	-5
O=C1N(CN2CCOCC2)c2ccccc2C1(O)c1c[nH]c2ccccc12 (centres undefined)	1.8	2	0.2	4.3	0.3	-2	-0.2	-0.7	-14	1	0
Cc1ccc2c(c1)C1CN(C)CCC1N2C(=O)Cn1nnc(-c2ccccc2F)n1 (centres undefined)	0.4	-3	-1.3	0.8	-1.0	0	0.6	-0.9	-8	-5	-1
N#CCCn1cc(C(=O)Nc2ccccc2Cl)c(-c2ccc([N+](=O)[O-])cc2)n1	0.7	4	-0.8	-1.9	-3.2	1	-0.1	-1.7	9	-1	5
COc1ccc(OC)c(-n2c(O)c(/C=C3\C(C)=Nc4ccccc43)c(=O)[nH]c2=O)c1	0.3	-10	0.1	2.6	1.5	1	.	-0.2	4	-8	-4
CCOP(=O)(Cc1cc(C(=O)CC)c(C)o1)OCC	-1.2	-3	-1.5	-1.2	0.9	-5	.	-0.2	-1	6	-2
CN1C[C@H](CNC(=O)OCc2ccccc2)C[C@@H]2c3cccc4c3c(cn4C)C[C@H]21	-6.1	-179	-1.5	-2.4	-0.2	-35	0.6	-2.0	-101	-17	-117
CCOc1cc2c(cc1OCC)-n1cccc1C(c1cc(C)c(OC)cc1C)NC2 (centres undefined)	-5.7	-2	-1.6	-2.3	-6.5	0	-1.8	-1.2	3	1	1
Cc1nc2ncnn2c(C)c1CCC(=O)N1CCC2(CC1)OCCO2	-1.0	-1	-1.8	-1.1	-2.2	1	4.6*	-0.4	-3	6	3
CCOCC1(CCc2ccccc2)C(=O)NC(=S)NC1=O	-1.8	-6	-1.7	1.9	-1.5	3	-0.9	-1.1	-20	17	2
COc1cccc(-c2nn(CCC#N)cc2C(=O)Nc2ccccc2Cl)c1	-3.2	-3	-1.9	-3.3	0.4	0	1.1	-0.2	-1	-7	-1
CC(C)(C)n1nnnc1C(c1cccs1)N1CCC2(CC1)C(=O)NCN2c1ccccc1 (centres undefined)	3.0	1	-0.8	-1.1	.	0	.	-1.7	3	-3	2
COc1ccc(C(=O)N2CCC3(CC2)OCCO3)cc1	0.2	-4	-2.0	-2.3	2.5	-2	1.9	0.2	12	0	8
O=C1NCN(c2ccccc2)C12CCN(C(c1ccccc1OC(F)(F)F)c1nnnn1C1CCCC1)CC2 (centres undefined)	-1.4	6	-0.6	-1.6	.	5	.	0.7	2	-1	11*
CCCCc1nc(N2CCNCC2)c(C#N)c2c1CSC(C)(C)C2	2.6	-7	-1.2	-1.1	-1.2	-11	1.0	0.6	-32	-12	-6
CCN(CC)c1nc2c(C)cccn2c(=O)c1C=C1C(=O)NC(=O)NC1=O	1.1	-14	-0.9	0.5	1.4	-10	-1.7	-1.0	-20	5	-9
CSc1ncc(/C=C2/C(=O)NC(=O)N(c3ccc(C)cc3)C2=O)cn1	-1.8	-2	-0.6	-0.3	2.3	2	0.4	0.4	7	2	-2
Cc1cc(C)c(S(=O)(=O)N2Cc3ccccc3-n3nncc3C2)c(C)c1	-7.5	-2	-1.9	-3.9	0.4	-2	-2.0	-4.0	-5	-2	-3
COc1cc(C2c3cc4c(cc3CC3COC(=O)C32)OCO4)cc(OC)c1O (centres undefined)	-4.0	0	-0.9	-0.6	0.1	-6	-1.4	4.2*	-9	0	3
CCCCn1c(O)c(C(C)=Nc2ccc(C(=O)O)cc2)c(=O)[nH]c1=O	1.5	-4	-0.9	-1.1	-0.1	-5	0.4	0.4	-6	-4	-5
O=c1[nH]c2ccccc2n1C1CCN(C(c2cc3ccccc3o2)c2nnnn2Cc2ccccc2)CC1 (centres undefined)	-6.5	0	-2.0	-4.0	.	8	.	-4.7	23*	-20	1
CCC1C2Cc3ccc(O)cc3C1(CC)CCN2C (centres undefined)	0.8	3	-0.9	0.1	-0.8	-5	2.1	-0.2	-12	-2	0
Oc1cc(Cl)c(Cl)c(Cl)c1Cl	-0.3	-19	-0.8	0.8	1.0	4	0.8	2.4	-3	-11	-1
CC(=O)c1ccc(OC(C)C)c(Cc2c(O)[nH]c(=S)[nH]c2=O)c1	4.4	3	0.8	4.0	-0.9	0	0.8	-0.2	5	5	2
CN(C)c1ccc([P+](=O)c2ccc(N(C)C)cc2)cc1	-3.9	-3	-1.1	-0.6	2.7	-2	-0.7	0.4	-2	1	-4
O=C(NCP(=O)(Oc1ccccc1)Oc1ccccc1)OCc1ccccc1	-0.5	2	-0.8	-0.7	.	1	.	-0.4	6	-11	-1
O=C(Cc1ccccc1)Oc1ccc(N2C(=O)CCC2=O)cc1	-0.1	-2	-0.3	-1.3	-2.4	-4	1.0	-1.1	1	3	-3
CP(=O)(O)CCCN	3.3	5	-1.8	0.0	2.8	-3	-0.4	0.4	-1	-3	0
CN(C)CCN=Cc1c(O)n(-c2cccc(C(F)(F)F)c2)c(=O)[nH]c1=O	-1.8	3	-0.7	0.3	-0.5	-1	0.4	0.6	-3	15	2
Cc1cc(N2C(=O)C3CCCN3C2c2cccc(Cl)c2)no1 (centres undefined)	0.1	5	-0.8	-0.3	0.1	-1	0.4	0.1	-3	8	3
CCC(C)NC(=O)c1c(N)n(CCCOC)c2nc3ccccc3nc12 (centres undefined)	-6.8	i	-1.4	-2.3	-1.9	-319	0.0	-1.8	i	1	i
O=C(c1ccc(Cl)cc1)C1CCCN(C2CCSCC2)C1 (centres undefined)	1.0	9	-0.5	-0.6	1.5	1	.	2.3	10	9	7
CC(C)(O)C(=O)Nc1ccc([N+](=O)[O-])c(C(F)(F)F)c1	-1.2	1	-1.1	-1.5	12*	-1	0.1	-0.4	-3	1	1
CN(C)c1cccc2c(C#N)ccc(N(C)C)c12	-1.5	-12	-1.0	0.7	1.5	-5	.	0.5	-9	10	-6
Cc1ccc2[nH]c(C)c(CCNCc3ccco3)c2c1	-2.9	-16	-0.3	-0.7	-0.2	-4	0.6	-0.5	-8	7	-5
COc1ccc(C(=O)c2nc3ccccc3n2C(C)C)cc1OC	-2.3	-29	-1.1	-0.3	4.6	-2	-1.3	0.0	-2	0	-20
COc1ccccc1OCC#CCN1CCCC(C)C1 (centres undefined)	-2.1	-6	-2.0	-0.1	-0.5	-3	0.2	0.6	-11	-3	0
O=C(NC(c1ccc(Cl)cc1)P(=O)(Oc1ccccc1)Oc1ccccc1)OCc1ccccc1 (centres undefined)	-0.1	2	-0.9	1.2	-1.9	-2	0.8	-0.1	-2	-7	-3
COc1ccccc1C1CC2CCC(C1OC(C)=O)N2Cc1ccccc1 (centres undefined)	-1.2	-10	-1.5	-0.2	0.0	-6	-0.7	0.3	-4	1	-2
CCC(=NCc1ccc2c(c1)OCO2)c1c(O)n(C2CCCCC2)c(=O)[nH]c1=O	-1.0	-1	-1.8	-3.0	0.5	5	-1.6	-1.4	6	4	1
O=c1[nH]c(=S)n(-c2ccccc2F)c(O)c1C=NCCN1CCNCC1	-1.1	3	-1.5	0.9	-0.1	-5	-1.6	-0.3	-2	6	0
COC(=O)C1=C(c2ccc(OC(F)(F)F)cc2)C[C@@H]2CC[C@H]1N2C(=O)NCCNC(C)=O	0.5	3	-1.7	-0.1	0.1	3	0.8	0.0	3	7	0
CN(C(=O)COC(=O)c1cn(C)c2ccccc12)C1CCCCC1	-0.5	-9	-0.8	-1.7	0.9	-2	-0.5	-0.7	-1	7	4

Screens: PubChem, The Scripps Research Institute Molecular Screening Center

These rows are one share of the data, so the mix of outcomes need not match the whole.
